Growth percent in the NCI-60 one-dose screen (48 h, 10 µM unless noted): 100 = growth as untreated, 0 = no growth, -100 = all killed.
OVCAR-8 – OVCAR-8 ovarian cancer; 81,000 compounds, 4.4% hits
U251 – U251 CNS tumor cells; 80,000 compounds, 5.4% hits
SF-295 – SF-295 CNS cancer cells; 79,000 compounds, 5.6% hits
SF-268 – SF-268 CNS cancer cells. AID 1794759. 82,000 compounds, 3.1% hits
SF-539 – SF-539 CNS cancer; 81,000 compounds, 6.8% hits
SNB-19 – SNB-19 CNS cancer cells; 81,000 compounds, 2.5% hits
OVCAR-3 – OVCAR-3 ovarian cancer; 79,000 compounds, 7% hits; AID 1794787
PC-3 – PC-3 prostate cancer cells. AID 1794754. 80,000 compounds, 3.9% hits
DU-145 – DU-145 prostate cancer; 81,000 compounds, 4.2% hits; AID 1794760
The depositor's hits bear a star; · = not tested or not shown; & = joins results of further samples. Rule for the calls: active = growth percent below 10; inactive = the rest.

SMILES	OVCAR-8	U251	SF-295	SF-268	SF-539	SNB-19	OVCAR-3	PC-3	DU-145
CCCC(C)C(=O)OC1CCCC1 (configuration not stated)	103	109	111	106	107	107	122	89	121
CCC(C#N)C1=CCCCC1 (configuration not stated)	104	103	112	108	94	116	118	106	116
O=[N+]([O-])c1cccc(/C=N/NC(=S)NC23CC4CC(CC(C4)C2)C3)c1	41	68	73	78	92	81	86	76	84
CCN(CC)Cc1cc(Nc2c3ccc(Cl)cc3nc3c(C)cccc23)ccc1O	-43*	-62*	-44*	-80*	-96*	·	-72*	-49*	2.1*
Cc1cc(C=O)c(C)c2c1[nH]c1ccccc12	93	94	·	97	96	95	108	92	107
CC(C)c1ccc(S(N)(=O)=O)cc1	91	92	90	90	98	99	107	94	103
O=[N+]([O-])c1ccc(NCCCc2ccccc2)cc1	95	109	105	112	103	100	114	93	115
COc1ccc(C(=O)C[n+]2cccc3ccccc32)cc1	98	103&98	103&93	99&96	101&100	103&93	103&100	89&90	112&103
CC(C)OC(=O)Nc1ccc(-c2ccc(NC(=O)OC(C)C)cc2Cl)c(Cl)c1	85	84	94	94	96	117	102	89	109
O=c1/c(=C/c2c[nH]c3ccccc23)sc2nc3ccccc3n12	102	97	106	98	101	93	102	110	104
N#Cc1ncc(-c2ccc(C(F)(F)F)cc2)c(NC2CCCCCC2)n1	·	·	-30*	39	74	35	1.2*	4.6*	61
N#Cc1c(-c2ccc(Cl)cc2)n2cnnc2[nH]c1=O	99	98	107	114	112	104	118	103	122
O=C(Nn1c(NCC(=O)N2c3ccccc3Sc3ccccc32)nnc1-c1ccc(O)cc1)c1ccccc1	104	103	105	105	105	107	114	91	113
COC(=O)C(=C\c1ccc2c(c1)OCO2)/C(=C/c1ccc2c(c1)OCO2)C(=O)OC	103	99	95	96	96	106	·	94	103
CC(C)CNc1nc(C#N)nc(NCC(C)C)n1	90	89	90	100	98	94	89	85	106
CC1=CC(=O)C(/C(C)=N/NC(=O)c2ccccc2NC(=O)c2ccc(F)cc2)C(=O)O1 (configuration not stated)	97	100	101	82	103	102	93	103	112
COc1cccc(C2CC(=O)Nc3c(-c4ccc(F)cc4)nsc32)c1 (configuration not stated)	87	84	·	93	96	95	95	73	89
COc1ccc2nc(-c3cc(-c4cc(OC)c(OC)c(OC)c4)n[nH]3)[nH]c2c1	·	39	·	11	34	50	-29*	-23*	12
COc1ccc(OC)c(NCc2nnc(-c3ccc(OC)c(OC)c3)o2)c1	88	89	·	102	94	100	99	95	107
CC1(C)CC2=NOS3=C2C(=NO3)C1c1ccccn1 (configuration not stated)	100	98	95	105	102	120	105	93	115
S=c1[nH]nc(Cc2ccccc2)c(=S)[nH]1	104	100	100	90	102	109	95	89	100
COC(=O)Nc1nc2ccc(C3(c4ccc(F)cc4)OCCO3)cc2[nH]1	21	14	4.0*	50	-14*	89	4.7*	15	12
c1ccc(C2Oc3ccccc3C3CC(c4ccco4)=NN32)cc1 (configuration not stated)	100	96	101	96	89	100	106	·	109
Cc1nc2c(cnn2-c2ccccc2)c(=O)n1-c1ccc(NC(=O)c2ccc(Cl)cc2)cc1	57	87	54	86	86	84	83	63	82
CSc1c2ccccc2nc2[nH]c3ccccc3c12	99	98	104	101	94	98	108	95	111
COc1ccc(C(Cc2ccccc2)NC(C)(C)CNC(C)C)cc1 (configuration not stated)	·	96	102	99	105	99	101	88	107
COc1ccc(-c2cnc(C(N)=O)c(=O)[nH]2)cc1	99	109	104	·	97	102	106	102	114
CCOC(=O)C(=O)NC1CC=CCC1c1ccc2c(c1)OCO2 (configuration not stated)	102	97	104	100	107	103	111	106	109
CCOc1ccc(C(CC)Oc2ccc(C(=O)O)cc2C(F)(F)F)nc1 (configuration not stated)	99	100	101	104	97	102	108	108	109
CC(C)c1[nH]ncc1-c1nc2ccc3[nH]ncc3c2c2c1CCCC2	37	38	43	37	23	40	47	44	34
COc1cccc(/C=C2\N=C(C)N(CCc3ccc(S(N)(=O)=O)cc3)C2=O)c1	102	100	105	101	100	95	113	98	112
COc1cc(Nc2ncccc2C(=O)NCc2cn(Cc3cccc(Oc4ccccc4)c3)nn2)cc(OC)c1	54	35	28	47	39	60	-2.4*	57	69
C#CCn1c2c(c3ccccc31)C[C@]1(C)[C@H]3CC[C@@H]4[C@@H]5C(=CCC[C@H]5C(=C)C)CC[C@@]4(C)[C@]3(C)CC[C@H]1C2(C)C	105	106	107	98	97	100	108	97	108
CC(C(=O)O)N1C2=NC3=C(C(=O)OC(C)(C)O3)C(c3ccc(Cl)cc3)N2NC1(C)c1ccccc1O (configuration not stated)	92	91	96	99	85	92	97	80	110
O=C1C(c2cccc3ccccc23)=C(c2c[nH]c3ccccc23)C(=O)N1O	96	91	101	96	100	97	92	82	107
Fc1cccc(-c2ncc(-c3ccccc3)o2)c1	100	97	·	112	110	101	112	98	92

Two records picked at random from the list so far, as already listed:
SMILES	OVCAR-8	U251	SF-295	SF-268	SF-539	SNB-19	OVCAR-3	PC-3	DU-145
CC1(C)CC2=NOS3=C2C(=NO3)C1c1ccccn1 (configuration not stated)	100	98	95	105	102	120	105	93	115
O=[N+]([O-])c1ccc(NCCCc2ccccc2)cc1	95	109	105	112	103	100	114	93	115

The results go on.
SMILES	OVCAR-8	U251	SF-295	SF-268	SF-539	SNB-19	OVCAR-3	PC-3	DU-145
C#C[C@]1(O)CC[C@H]2[C@@H]3CC=C4c5sc(-c6cccc(Br)c6)nc5CC[C@]4(C)[C@H]3CC[C@@]21C	99	71	55	72	38	85	101	57	89
OC(CNC1CCCCC1)Cn1c2ccccc2c2ccccc21 (configuration not stated)	91	88	·	100	100	108	112	·	112
c1cc(OCCN2CCOCC2)ccc1CNc1ccc2nc(CCC3CCCCC3)[nH]c2c1	73	46	46	71	61	80	74	50	82
C=COC(=O)c1ccccc1C(=O)OCCCC	104	105	116	100	108	·	106	94	104
CC(C)c1ccc2occ(C=C3C(=O)N(C)C(=O)N(C)C3=O)c(=O)c2c1	102	106	113	97	104	108	·	98	102
O=C(CN1CCN(c2cc(=O)[nH]c3ccc(F)cc23)CC1)Nc1ccc(F)cc1	90	94	98	91	93	88	96	81	93
CCC(=O)OC(C)COc1ccccc1 (configuration not stated)	113	101	106	101	·	106	113	101	108
C#CCOC(=O)[C@@H]1CCCN1CC#C	90	81	102	77	90	87	87	51	92
CC(C)CCc1ccccc1O	103&102	98&104	99&105	108&99	96&105	104&98	108&110	100&76	97&108
COc1ccc(/C=N/NC(=O)COc2ccc(-c3nc4ccccc4c(=O)[nH]3)cc2)cc1OC	107	94	99	105	100	98	110	107	109
CC1CCC(C(C)C)C(NC(=O)c2ccncc2)C1 (configuration not stated)	90	·	93	104	107	104	110	88	115
Cc1cccc(-[n+]2noc(N)n2)c1	100	86	85	82	92	81	77	60	75
CCC(=O)Oc1cc2c(cc1Br)OCO2	95	100	122	77	92	102	112	95	123
O=S(=O)(NCCCNc1nccc(-c2c(-c3cccc(F)c3)nc3sccn23)n1)c1ccc(F)cc1	50	91	93	74	115	96	84	59	84
C/C=C/C1OCC(C)([N+](=O)[O-])CO1 (configuration not stated)	104	95	·	115	105	101	124	97	119
CC(=O)c1ccc(NC(=O)CSc2nc(-c3ccccc3Cl)ns2)cc1	98	88	90	101	94	97	105	88	104
COc1ccc(-c2c3c(cc4cc5ccccc5nc24)[C@H]2CC[C@]4(C)C(=O)CC[C@H]4[C@@H]2CC3)cc1	104	107	99	99	106	100	112	105	113
CC([C@H]1CC=C2C3CCC4=C[C@@H](N(C)C)CC[C@]4(C)C3CC[C@@]21C)N(C)C (some centres not stated)	85	32	-87*	2.3*	4.2*	80	42	42	57
O=C1CCC(=O)N1CC1CC2CCC1C2 (configuration not stated)	96&99	100&92	90&83	95&100	88&101	90&101	101&106	104&94	99&127
Cc1ccc(-n2c(SCC(=O)c3ccccc3)nnc2-c2cc3c([nH]c4ccccc43)c(-c3cccc(O)c3)n2)cc1	84	71	57	67	62	78	71	54	89
O=C(Nc1ccc(CN2CCOCC2)c(C(F)(F)F)c1)c1nc2ccc3[nH]ncc3c2c2c1CCCC2	94	92	98	103	99	98	102	66	104
N#CCC(C#N)N1CCOCC1 (configuration not stated)	105	103	99	96	98	106	110	106	112
O=C(CCl)N1c2ccccc2Oc2ccc3ccccc3c21	-36*	-64*	-16*	-39*	-80*	24	-95*	6.6*	-7.3*
Cc1cc2ncc(-c3cc4ccccc4c(N4CCN(C)CC4)n3)nc2cc1C	68	-31*	10	63	-2.5*	73	·	58	34
Cc1cc(C)c2c(Nc3ncnc4c3sc3nc(C)cc(C)c34)n[nH]c2n1	98	99	91	103	100	96	101	88	113
CCCCOC(=O)c1cccc([N+](=O)[O-])c1	100	97	101	110	105	113	114	95	117
CN(C)c1ccc(/C=N\Nc2cc(=O)[nH]c3ccccc23)cc1	94	98	96	99	95	99	101	86	115
O=[N+]([O-])c1cc(F)cc(F)c1Nc1ccc(F)cc1	102	101	114	115	103	99	120	110	128
O=C(CSc1nc2ccccc2[nH]1)Nc1ccccc1	99	94	105	91	93	93	94	89	102
Nc1cc(-c2ccc(Cl)cc2)nn1-c1nnc(/C=C/c2ccco2)c(=O)[nH]1	25	51	9.9*	53	55	58	38	53	63
CCC/C(=N/NC(N)=O)c1ccco1	98	92	98	102	93	90	117	87	109
CCCCCN(CCCCC)C(=O)C(CCC(=O)O)NC(=O)c1ccc(Cl)c(Cl)c1 (configuration not stated)	106	101	110	110	113	112	113	93	113
CC12ON=C(c3ccc(F)cc3)N1CCc1c2[nH]c2ccccc12 (configuration not stated)	90	86	106	101	114	102	100	79	107
COc1ccc([N+](=O)[O-])c(C(=O)O)c1	101	101	89	102	99	103	102	100	112
CC(=O)C(Cc1ccccc1)C(=O)c1ccccc1 (configuration not stated)	98	92	97	104	96	93	115	81	112
COc1ccc(C(=O)/C=C/c2ccc3c(c2)OCO3)cc1S(=O)(=O)Nc1c(N)nc(SC)[nH]c1=O	99	83	108	97	98	74	106	52	100
CCCCC(CC)COC(=O)C[N+](C)(C)CCOC(c1ccccc1)c1ccccc1 (configuration not stated)	49	31	74	49	70	41	19	19	85
COCCn1c(-c2ccnn2C)nnc1N1CCC(F)(F)C1	105	107	97	101	93	98	110	96	107
COc1nc2c(c(=O)[nH]1)C(c1ccc(F)cc1)C=C(C(=O)O)N2 (configuration not stated)	103	100	99	98	100	103	106	106	100
N#Cc1c(-c2ccccc2)nc(N2CCCCC2)[nH]c1=O	105	106	101	111	94	114	109	93	114
Clc1ccc2nc[nH]c2c1	104	101	110	115	95	105	117	108	124
Oc1c(-c2nnc(-c3ccccc3Cl)o2)sc2nnc(-c3ccccc3)c(-c3ccccc3)c12	46	33	24	55	55	44	26	·	72
Cc1cc(NS(=O)(=O)c2ccc(Nc3ccnc(SCC(=O)c4ccc(Cl)cc4)n3)cc2)no1	97	99	104	99	100	99	104	100	108
Cc1ccc(-c2ccccc2N)c2[nH]c3ccccc3c12	·	93	92	86	88	105	98	91	91
Cc1ccc2nc(Cl)c(-c3nc4ccccc4s3)cc2c1	94	95	98	102	102	82	100	72	109
Cc1ccc(C(=O)NNC(=O)CSc2nc3c(c(=O)[nH]2)CCCC3)cc1	107	105	98	109	97	98	106	100	104
Cc1ccc(NC(=O)NC(=O)CSc2nc3ccccc3nc2C)cc1	72	84	44	86	66	81	97	67	85
CO[C@H]1/C=C/O[C@@]2(C)Oc3c(C)c(O)c4c(O)c(c(/C=N/N5C(C)CN(Cc6ccc(C#N)cc6)CC5C)c(O)c4c3C2=O)NC(=O)/C(C)=C\C=C\[C@H](C)[C@H](O)[C@@H](C)[C@@H](O)[C@@H](C)[C@H](OC(C)=O)[C@@H]1C (some centres not stated)	50	35	0.6*	35	16	·	-21*	13	45
COc1ccc(/C=N/NC(=O)CN2CCN(c3cc4c(cc3F)c(=O)c(C(=O)O)cn4C3CC3)CC2)cc1O	95	95	104	88	101	94	103	93	102

Of the compounds above, 13 contain a Cl atom.
SMILES	OVCAR-8	U251	SF-295	SF-268	SF-539	SNB-19	OVCAR-3	PC-3	DU-145
CCN(CC)Cc1cc(Nc2c3ccc(Cl)cc3nc3c(C)cccc23)ccc1O	-43*	-62*	-44*	-80*	-96*	·	-72*	-49*	2.1*
CC(C)OC(=O)Nc1ccc(-c2ccc(NC(=O)OC(C)C)cc2Cl)c(Cl)c1	85	84	94	94	96	117	102	89	109
N#Cc1c(-c2ccc(Cl)cc2)n2cnnc2[nH]c1=O	99	98	107	114	112	104	118	103	122
Cc1nc2c(cnn2-c2ccccc2)c(=O)n1-c1ccc(NC(=O)c2ccc(Cl)cc2)cc1	57	87	54	86	86	84	83	63	82
CC(C(=O)O)N1C2=NC3=C(C(=O)OC(C)(C)O3)C(c3ccc(Cl)cc3)N2NC1(C)c1ccccc1O (configuration not stated)	92	91	96	99	85	92	97	80	110
CC(=O)c1ccc(NC(=O)CSc2nc(-c3ccccc3Cl)ns2)cc1	98	88	90	101	94	97	105	88	104
O=C(CCl)N1c2ccccc2Oc2ccc3ccccc3c21	-36*	-64*	-16*	-39*	-80*	24	-95*	6.6*	-7.3*
Nc1cc(-c2ccc(Cl)cc2)nn1-c1nnc(/C=C/c2ccco2)c(=O)[nH]1	25	51	9.9*	53	55	58	38	53	63
CCCCCN(CCCCC)C(=O)C(CCC(=O)O)NC(=O)c1ccc(Cl)c(Cl)c1 (configuration not stated)	106	101	110	110	113	112	113	93	113
Clc1ccc2nc[nH]c2c1	104	101	110	115	95	105	117	108	124
Oc1c(-c2nnc(-c3ccccc3Cl)o2)sc2nnc(-c3ccccc3)c(-c3ccccc3)c12	46	33	24	55	55	44	26	·	72
Cc1cc(NS(=O)(=O)c2ccc(Nc3ccnc(SCC(=O)c4ccc(Cl)cc4)n3)cc2)no1	97	99	104	99	100	99	104	100	108
Cc1ccc2nc(Cl)c(-c3nc4ccccc4s3)cc2c1	94	95	98	102	102	82	100	72	109
